Compound activity deposited in PubChem by several laboratories.
EBV gp42 block: EBV gp42 inhibition. Q1HVG2. Fluorescence polarization binding assay, mP read-out. inhibition, % (tested at 21.74 µM). hit rate 0.42% among 220,000; in the data active = inhibition above about 50%
Target sequence (Q1HVG2 whole entry, looked up): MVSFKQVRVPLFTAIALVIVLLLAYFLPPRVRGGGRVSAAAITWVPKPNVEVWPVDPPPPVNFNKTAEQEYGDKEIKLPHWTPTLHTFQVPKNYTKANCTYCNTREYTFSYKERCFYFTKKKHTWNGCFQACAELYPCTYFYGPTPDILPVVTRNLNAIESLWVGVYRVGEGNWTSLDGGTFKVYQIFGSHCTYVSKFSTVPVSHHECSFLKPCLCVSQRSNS
Mdm2 ligase inh: Mdm2 E3 ligase (human) inhibition | hit rate 0.11% among 210,000 | Q00987 | signal enhancement, % at 5 µM | AID 1230 | cell-based MDM2 ubiquitination luciferase reporter, 2 h; 0 = plate control, 100 = twice control, blank-subtracted;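 active = signal enhancement of 30% or more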;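 also: luminescence tracks abundance of the self-degrading MDM2-luciferase fusion protein; higher signal means inhibition of MDM2 E3 ligase activity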
Target sequence (Q00987 whole entry, looked up, the tested form may be a part): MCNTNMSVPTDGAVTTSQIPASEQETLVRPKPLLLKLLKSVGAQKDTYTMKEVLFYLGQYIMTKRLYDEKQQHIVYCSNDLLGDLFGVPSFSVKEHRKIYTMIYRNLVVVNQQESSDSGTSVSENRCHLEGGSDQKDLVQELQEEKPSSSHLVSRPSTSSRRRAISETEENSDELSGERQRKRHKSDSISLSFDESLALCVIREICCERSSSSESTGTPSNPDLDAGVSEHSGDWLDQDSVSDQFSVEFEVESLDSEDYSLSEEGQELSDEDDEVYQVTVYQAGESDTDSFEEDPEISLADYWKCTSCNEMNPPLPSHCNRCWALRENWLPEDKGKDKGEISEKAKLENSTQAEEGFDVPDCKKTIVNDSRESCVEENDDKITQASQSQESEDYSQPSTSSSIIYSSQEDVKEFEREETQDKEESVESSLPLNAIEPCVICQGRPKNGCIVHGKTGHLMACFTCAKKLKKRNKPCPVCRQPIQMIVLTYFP
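Timing – 2 h compound exposure at 37 °C · Assay system – mammalian cells stably expressing self-ubiquitinating, self-degrading MDM2 E3–luciferase fusion · Amount – 2000 cells seeded into each well · Measure – % luminescence enhancement versus blank-corrected plate control mean · Measured by – SteadyLite luminescence, 15 min reagent step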
Runt-SMMHC FRET: blocks binding of human RUNX1 Runt domain to CBFb-SMMHC | Q01196+Q13951 | Cerulean-Runt/Venus-CBFb-SMMHC FRET ratio 530/480, 1 h | inhibition, % at 20 µM | hit rate 0.74% among 220,000;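 active = mean inhibition across duplicate retests at 20 µM reaching about 50%, limit read from the data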;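 also: 0% = DMSO wells and 100% = wells with excess untagged CBFb-SMMHC; inhibitors lower the FRET ratio by blocking Runt binding to CBFb-SMMHC; some results filed as inactive read as strong as hits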
NCF1 inh: p47phox (human) inhibition. p47phox/p22phox peptide binding, fluorescence polarization, 2 h. inhibition, % at 24.7 µM. hit rate 0.53% among 220,000. AID 1274;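 active = inhibition above about 30%, limit read from the data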;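 also: 0% = p47phox with labelled peptide and 100% = labelled peptide alone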
Target sequence (P14598 whole entry, looked up): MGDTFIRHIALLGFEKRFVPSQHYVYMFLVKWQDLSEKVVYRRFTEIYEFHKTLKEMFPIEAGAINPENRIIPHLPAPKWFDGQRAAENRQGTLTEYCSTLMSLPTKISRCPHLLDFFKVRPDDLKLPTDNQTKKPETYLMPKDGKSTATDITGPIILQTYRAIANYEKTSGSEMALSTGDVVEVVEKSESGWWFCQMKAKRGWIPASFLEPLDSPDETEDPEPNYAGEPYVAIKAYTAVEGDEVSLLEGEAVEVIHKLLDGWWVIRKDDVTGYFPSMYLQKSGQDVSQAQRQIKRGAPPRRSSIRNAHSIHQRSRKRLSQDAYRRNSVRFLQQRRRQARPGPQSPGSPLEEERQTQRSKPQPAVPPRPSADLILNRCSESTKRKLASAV
TRPML3 ag: activates the human TRPML3 channel; Q8TDD5; HEK293 TRPML3-YFP, Fluo-8 calcium fluorescence; 100% = the carbachol control signal; activation, % at 3 µM; hit rate 0.29% among 220,000;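 active = activation above its plate's cutoff, the mean activation of the plate's test wells plus 3 SD, cut at about 12% in these data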;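 also: 0% = DMSO only wells and 100% = carbachol wells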
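Material: TRPML3-YFP stable HEK293 cells | Dosing: One concentration, 3 µM nominal, 0.3% DMSO | Timing: 125 s total fluorescence read per well | Technique: Fluo-8 calcium dye fluorescence, ex 470-495, em 515-575 nm | Measure: Percent activation from peak-to-basal fluorescence ratio, scaled between DMSO and carbachol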
TRPN1 ag: activates the zebrafish TRPN1 channel; HEK293 zebrafish TRPN1-YFP, Fluo-8 calcium fluorescence; 100% = response to 87 µM carbachol; activation, % at 3 µM; hit rate 0.18% among 220,000; AID 1424;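 active = activation above its plate's cutoff, the mean activation of test wells on that plate plus 3 SD, cut at about 19% in these data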;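 also: 0% = DMSO alone and 100% = 87 µM carbachol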
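Material: zebrafish TRPN1-YFP in HEK293 cells. Doses: one dose of 3 µM, 0.3% DMSO. Incubation: dye 1 h 37 °C plus 30 min RT. Measured by: intracellular calcium fluorescence with Fluo-8.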
PPC-1+TRAIL kill: PPC-1 cancer cell killing with TRAIL present; AID 1443; hit rate 0.41% among 220,000; cell killing (% activity), % at 4 µM; PPC-1 cells + TRAIL, ATPLite viability luminescence;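 active = cell killing above 50% in the first pass at 4 µM, then a duplicate retest at 5 µM averaging 50% or more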;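 also: plate controls were cells with TRAIL plus DMSO for no effect and medium-only wells lacking cells for full effect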
TNF necrop inh: blocks TNF-alpha induced death of Jurkat FADD-/- cells. Jurkat FADD-/- TNF necroptosis rescue, ATP luminescence, 24 h; 0 = TNF only, 100 = no-TNF cells. activation (protection from cell death), % at 10 µM. hit rate 0.068% among 220,000;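 active = activation, meaning protection from cell death, of at least 50% relative to plate controls; inactive = activation below 50%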;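 also: necroptosis triggered by 40 ng/mL TNF-alpha added together with compound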
CHOP inhibitor: inhibitors of CHOP induction in ER stress response; hit rate 3.8% among 220,000; inhibition, % at 10 µM; CHO-K1 CHOP-promoter luciferase, tunicamycin-induced, 15-18 h;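 active = compounds that reduced the stress-induced luciferase reporter signal by more than about 70% of percent inhibition, limit read from the data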;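 also: 0% = tunicamycin plus vehicle and 100% = wells without tunicamycin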
Starred values were filed as active, the others as inactive; · = no result given.

1: COCCNc1nc(N)c([N+](=O)[O-])c(NCCO)n1
2: COc1cc(CNCCSc2nnnn2C)cc(Br)c1OCc1ccccc1
3: CC(NC(=S)Nc1ccccc1Cl)C(c1cccs1)N1CCCC1 (centres undefined)
4: O=C(NCCc1c[nH]c2ccccc12)c1cc(S(=O)(=O)N2CCCCC2)ccc1N1CCOCC1
5: CN(CC(=O)Nc1cccnc1)S(=O)(=O)c1ccccc1
6: Fc1ccc(C2CC(c3ccco3)=Nc3ccccc3S2)cc1 (centres undefined)
7: CCN(Cc1ccccc1)c1ccc(/C=N/NC(=S)NC(C)C)cc1
8: C=CCOC(=O)C1=C(C)OC(N)=C(C#N)C1c1ccoc1 (centres undefined)
screen / no.	1	2	3	4	5	6	7	8
EBV gp42 block	-2.4	8.6	2.2	-1.4	11.5	10.3	-15.5	-33.7
Mdm2 ligase inh	-10.8	·	-18.6	-3.1	-21.3	-15.1	-37.5	-3.0
Runt-SMMHC FRET	7.4	-3.1	3.5	1.3	-2.0	34.5	33.8	-10.5
NCF1 inh	-25.8	-16.8	-5.8	-18.2	-1.1	-0.8	-11.5	-20.8
TRPML3 ag	0.7	-0.7	-0.6	0.3	0.6	-0.2	0.6	1.0
TRPN1 ag	-1.1	-2.9	-2.3	1.4	0.3	-0.8	1.7	1.9
PPC-1+TRAIL kill	13.9	12.0	3.4	10.8	-2.6	11.9	20.3	-23.5
TNF necrop inh	2.7	-0.6	0.1	0.2	-0.8	-1.1	2.7	-1.6
CHOP inhibitor	-20.5	1.2	17.9	2.5	8.7	0.1	56.5	-0.8

Filtered by structure: those above with a carbonyl joined to an NH by a bond outside any ring.
4: O=C(NCCc1c[nH]c2ccccc12)c1cc(S(=O)(=O)N2CCCCC2)ccc1N1CCOCC1
5: CN(CC(=O)Nc1cccnc1)S(=O)(=O)c1ccccc1
screen / no.	4	5
EBV gp42 block	-1.4	11.5
Mdm2 ligase inh	-3.1	-21.3
Runt-SMMHC FRET	1.3	-2.0
NCF1 inh	-18.2	-1.1
TRPML3 ag	0.3	0.6
TRPN1 ag	1.4	0.3
PPC-1+TRAIL kill	10.8	-2.6
TNF necrop inh	0.2	-0.8
CHOP inhibitor	2.5	8.7

Next part
9: Nc1ccc(/C=C/C(=O)c2cccs2)cc1
10: CSCCNC(=O)c1ccc(C(C)(C)C)cc1
11: O=S(=O)(c1ccc(F)cc1)n1ccc(-c2cccc(OCc3c(F)cccc3Cl)c2)n1
12: CCOc1nc(CC)nc(NC(=O)NS(=O)(=O)c2ccccc2Cl)n1
13: CC1(C)C2CCC1(C)C(OC(=O)C[n+]1ccccc1)C2 (centres undefined)
14: Cc1sc2ncnc(NCCN3CCOCC3)c2c1C
15: Cc1ccc(C(=O)NCC(=O)Nc2ccccc2C(F)(F)F)cc1
16: CCC(=O)N1N=C(c2cccs2)CC1c1ccco1 (centres undefined)
screen / no.	9	10	11	12	13	14	15	16
EBV gp42 block	-57.5	-22.3	-3.0	-17.4	-10.4	-11.8	-4.7	-1.0
Mdm2 ligase inh	5.5	-28.6	3.6	0.3	-20.7	-5.2	-12.5	3.2
Runt-SMMHC FRET	-163.2	-2.0	0.1	-4.2	1.9	0.1	-0.1	1.2
NCF1 inh	-33.9	-0.4	-0.4	-13.4	-9.4	-3.2	-9.8	0.0
TRPML3 ag	10.9	0.2	0.4	0.3	0.8	1.2	0.3	-0.5
TRPN1 ag	15.3	-0.1	-0.2	0.5	1.3	-0.3	0.2	-1.9
PPC-1+TRAIL kill	21.3	40.8	-3.1	-8.7	-1.8	-0.5	3.7	-9.6
TNF necrop inh	-3.4	-0.7	-1.0	2.1	1.5	-2.7	0.2	0.5
CHOP inhibitor	-17.0	-36.4	11.2	8.7	-1.7	20.1	15.4	12.8

17: O=C1CSC(c2cccnc2)N1Cc1ccc(Cl)cc1Cl (centres undefined)
18: Cc1ccc(NC(=O)CSc2n[nH]c(-c3ccco3)n2)c(C)c1
19: COC(=O)C1=C(CSc2nc3c(cc2C#N)CN(C)CC3)OC(N)=C(C#N)C1c1ccccc1F (centres undefined)
20: COC(=O)C1CCN(S(=O)(=O)c2c(C)n(C)c(=O)n(C)c2=O)CC1
21: CCOC(=O)c1ccc(NC(=O)N2CCN(C(=O)c3ccco3)CC2)cc1
22: N#Cc1ccc(NC(=S)NCCN2CCOCC2)cc1
23: O=C(/C=C/c1cccc(Cl)c1)Nn1c(-c2cccs2)nc2ccccc2c1=O
24: CCCNc1c(N)c(=O)oc2ccccc12
screen / no.	17	18	19	20	21	22	23	24
EBV gp42 block	-14.0	-19.4	0.5	-14.4	-18.9	3.3	1.5	-7.9
Mdm2 ligase inh	-5.2	-7.9	-1.9	-2.5	-19.8	-12.9	-12.9	-2.2
Runt-SMMHC FRET	0.2	1.1	·	-5.0	-2.1	-0.1	3.1	-0.5
NCF1 inh	1.6	-3.8	-16.7	-9.2	-4.7	-3.2	-14.9	-1.6
TRPML3 ag	-0.2	0.1	0.5	0.9	0.1	0.8	0.0	0.5
TRPN1 ag	-0.9	-0.3	0.6	1.9	-0.9	-0.6	-1.4	-0.8
PPC-1+TRAIL kill	9.3	14.2	16.9	14.2	2.5	2.0	-3.5	3.3
TNF necrop inh	-1.8	-0.3	-3.7	0.4	-1.9	-2.1	2.2	0.6
CHOP inhibitor	8.0	20.5	-44.5	36.3	-21.2	23.9	16.7	17.6

25: O=C(COC(=O)c1ccccn1)Nc1cccc(Cl)c1Cl
26: CC(=O)c1c(C)[nH]c(C(=O)OCC(=O)N2CCc3ccccc32)c1C
27: O=C(N/N=C/c1ccccc1OCc1ccccc1Cl)c1cccnc1
28: Cc1ccc(NC2CC(=O)N(c3ccc(N4CCCCC4)cc3)C2=O)cc1 (centres undefined)
29: Cc1c(C(=O)NC(C)C)sc2ncn(CC(=O)N3CCC(C)CC3)c(=O)c12
30: C/C(=N\N=C(/N)SC1CC(=O)N(c2ccc(Cl)c(Cl)c2)C1=O)c1cccs1 (centres undefined)
31: NC1=NC(c2ccc(Cl)cc2)C(C(=O)c2ccccc2)N1 (centres undefined)
32: O=C(CCc1c[nH]c2ccccc12)Nc1ccc(S(=O)(=O)Nc2ncccn2)cc1
screen / no.	25	26	27	28	29	30	31	32
EBV gp42 block	-3.3	3.7	2.5	-11.5	-30.8	3.9	-15.2	-21.1
Mdm2 ligase inh	-2.0	-26.4	5.5	-5.8	-8.8	4.7	-2.2	-15.7
Runt-SMMHC FRET	3.2	-9.9	-0.7	-5.3	5.7	4.8	-0.8	-2.5
NCF1 inh	-11.4	17.6	-13.4	3.9	-6.0	-20.6	-13.8	-35.2
TRPML3 ag	0.3	0.2	-0.7	0.7	-0.1	0.2	0.6	-0.4
TRPN1 ag	-0.1	0.5	-0.4	-1.1	0.8	-3.0	1.6	-0.4
PPC-1+TRAIL kill	20.1	23.3	23.0	13.1	-1.5	8.2	-4.0	12.3
TNF necrop inh	-2.2	-1.8	-5.2	0.3	0.2	-1.2	-14.2	0.8
CHOP inhibitor	10.5	-8.3	22.4	-23.0	-14.0	109.9*	-9.4	4.6

33: O=C(Nc1ccc2c(c1)OCO2)c1ccc2nc[nH]c2c1
34: Cc1ccc(NC(=O)CCCCCC2NC(=O)NC2C)cc1 (centres undefined)
35: O=C(NC1CCCCCC1)C1CCCN1S(=O)(=O)c1cccc2cccnc12 (centres undefined)
36: CC(C)CN1CCN(Cc2ccc(C#CC(C)(C)O)cc2)CC1CCO (centres undefined)
37: Cc1nn(Cc2cccc(C(N)=O)c2)c(C)c1Br
38: Cc1cc(C)n(/N=C/c2ccccc2O)c(=O)c1
39: CC(C)OC(=O)CSc1nnc2c3ccccc3n(C)c2n1
40: CC(C(=O)Nc1nccs1)N1C(=O)C2CC=CCC2C1=O (centres undefined)
screen / no.	33	34	35	36	37	38	39	40
EBV gp42 block	-7.5	-10.2	-6.7	-7.3	-8.7	4.9	4.2	-18.6
Mdm2 ligase inh	-6.8	-48.2	-9.7	-11.2	-1.1	-0.6	-7.5	-16.8
Runt-SMMHC FRET	-0.2	-3.1	0.6	0.2	-0.8	-0.1	-1.3	-3.2
NCF1 inh	-0.7	-4.2	-13.8	-1.8	-9.1	1.5	9.1	-6.3
TRPML3 ag	0.4	-0.4	1.5	1.0	-0.1	0.6	0.3	-0.8
TRPN1 ag	-0.2	-1.6	6.5	2.6	0.9	1.6	1.0	1.8
PPC-1+TRAIL kill	8.8	4.1	7.8	12.1	0.8	17.4	-1.7	-10.4
TNF necrop inh	-0.9	-1.2	-1.0	-0.5	7.9	-0.3	0.0	0.5
CHOP inhibitor	5.6	-3.7	19.0	1.1	19.8	-4.2	5.0	0.4

41: CCOC(=O)Cc1csc(NC(=O)c2c(O)c3c(n(CC(C)C)c2=O)CCCC3)n1
42: CC(NC(=O)CCSc1nc(-c2ccco2)cc(C(F)(F)F)n1)c1ccccc1 (centres undefined)
43: Cc1ccc(NC(=O)OCc2cncs2)cc1
44: Nc1nc(CSC(=S)N2CCN(c3ccccc3)CC2)nc(Nc2ccccc2)n1
45: O=Cc1ccccc1Oc1nc(N2CCOCC2)nc(N2CCOCC2)n1
46: CCC1(C)Cc2ccccc2-c2c1c(=O)n(Cc1ccccc1)c1nnnn21 (centres undefined)
47: Cc1ccc(CN2CCN(CC(=O)N/N=C/c3c[nH]c4ccccc34)CC2)cc1
48: COC(=O)c1cn(NC(=O)COc2ccc(Cl)cc2)c(=O)c2ccccc12
screen / no.	41	42	43	44	45	46	47	48
EBV gp42 block	0.7	-11.7	8.1	9.0	0.8	-1.7	-17.4	-1.2
Mdm2 ligase inh	-11.1	·	-21.3	-4.9	-1.8	-19.5	-3.1	-6.2
Runt-SMMHC FRET	-1.2	3.0	0.6	0.0	-0.1	-0.1	-3.1	-2.7
NCF1 inh	11.2	-37.2	-8.9	-2.8	-1.3	5.3	-17.7	-1.3
TRPML3 ag	0.6	-0.7	0.8	-0.9	0.6	0.5	1.2	0.7
TRPN1 ag	0.6	-0.8	-0.4	0.4	-0.7	0.5	0.8	0.3
PPC-1+TRAIL kill	4.1	15.9	7.2	-8.1	4.5	14.9	-3.6	-4.0
TNF necrop inh	0.5	-0.6	2.3	3.1	-6.1	-1.5	3.0	1.5
CHOP inhibitor	-8.0	22.7	-18.7	48.0	21.0	31.2	15.7	10.8

49: O=c1[nH]c(/C(Cl)=C/c2cccc(C(F)(F)F)c2)nc2cc(Cl)ccc12
50: O=C(/C=C/c1ccccc1)C1C(=O)c2ccccc2C1=O
51: Cc1ccc2nc(CSc3nnc(Nc4ccccc4C)s3)cc(=O)n2c1
52: CNC(=S)NNC(=O)c1cccc(N(C)C)c1
screen / no.	49	50	51	52
EBV gp42 block	4.5	-18.6	-8.8	-7.1
Mdm2 ligase inh	9.2	-66.2	-7.4	-18.1
Runt-SMMHC FRET	3.8	-2.6	-1.0	-2.6
NCF1 inh	-3.1	-51.3	-15.9	-66.0
TRPML3 ag	1.1	-0.8	0.5	0.8
TRPN1 ag	0.5	-0.7	1.5	0.0
PPC-1+TRAIL kill	1.2	37.1	6.9	3.6
TNF necrop inh	-0.1	0.0	1.5	-0.6
CHOP inhibitor	28.9	15.9	-17.9	5.4
